IMPase Li inh = cell-permeable IMPase inhibitors with lithium potentiation; 210,000 compounds, 0.35% hits; Potency, µM (series often up to 59.4 µM), inactives show at the top dose activity, negative = IMPase inhibition, hits mostly inhibitors; CHO-M1 cells, IP1 TR-FRET (IP-One), carbachol + lithium;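 also: IP1 builds up when IMPase is blocked and the TR-FRET signal falls; plate controls were basal vehicle for no effect and high inhibitor control for full effect; nearly all actives have a fitted effect of over 50% in size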
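Test compounds were applied to CHO-M1 cells previously cultured for 16–30 h at 2000 per well. A small lithium amount accompanied them; after 30 min at 37C, IP1 was quantified by TR-FRET.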
SMN2 splice enh = SMN2 splice variant enhancement; HEK293 SMN2-luciferase splicing reporter, luminescence, 30-36 h; Potency, µM (top dose mostly 46.1 µM), inactives show at the highest dose activity change, positive = activation, usual class: activators; 210,000 compounds, 2.8% hits; also: % of control where 0% means no effect; nearly all actives have a fitted effect of over 55% in size
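qHTS luciferase splicing reporter: luminescence rises when SMN2 exon 7 is included in transfected HEK293 cells. Compound exposure lasted 30-36 h at 37C, with 4.5 mM final sodium butyrate as control, followed by a ONE-Glo read.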
Luc counter = blocks Kinase-Glo luciferase, a counter-screen artifact; Q27757; Potency, µM (highest dose often 38.3 µM), for the others: top-dose activity change, negative = inhibition, actives largely listed as inhibitors; 200,000 compounds, 0.28% hits; Kinase-Glo luciferase, ATP luminescence, 8 min; AID 1379; also: % is scaled to controls: 0 for no effect and ±100 for the full control effect; nearly all actives have a fitted effect of over 60% in size
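Luminescence was the read-out, taken after 8-minute incubation at ambient temperature. Luciferase turned over luciferin with 10 uM ATP in imidazole pH 7.2 buffer containing KCl, MgCl2, Tween 20 and BSA.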
Epigenetic derep = regulators of epigenetic silencing causing reporter derepression in mouse cells; murine LDR cells, GFP reporter derepression, 30 h; Potency, µM (series often up to 53.9 µM), without a hit: at the highest dose GFP activation, hits mostly activators; 280,000 compounds, 0.2% hits; also: % of control where 0% means no effect; nearly all actives have a fitted effect of over 60% in size
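Murine LDR cells bearing a silenced CMV-driven GFP reporter were exposed to compound for 30 h at 37 C. After PBS washes, GFP-positive cells (20-120 um objects) counted by laser-scanning microplate cytometry.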
RECQ1 helicase = RECQ1 (human) helicase inhibition | P46063 | AID 2549 | RECQ1 DNA unwinding, red fluorescence kinetic read | 240,000 compounds, 0.54% hits | Potency, µM (doses to about 57.3 µM), without a hit: at the highest dose activity, negative = inhibition, hits mostly inhibitors;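 also: plate controls were vehicle for no effect and no enzyme for full effect; nearly all actives have a fitted effect of over 30% in size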
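RECQ1T1 50 nM; forked duplex (20 bp + 30-nt ss tails) 200 nM, ATP 2 mM final; pH 8.0, 2 mM MgCl2, 2.5 ug/ml poly(dI-dC); 15 min compound preincubation; discontinuous kinetic read over 2 h at RT.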
NPSR antag = blocks cAMP signaling of the human neuropeptide S receptor. Q6W5P4. CHO-NPSR cells, cAMP TR-FRET, antagonist mode. Potency, µM (doses to about 38.3 µM), for the others: top-dose activity change, negative = inhibition, hits mostly inhibitors. 220,000 compounds, 1% hits. AID 1461; also: % is scaled to controls: 0 for no effect and ±100 for the full control effect; nearly all actives have a fitted effect of over 50% in size; many of its hits are not listed in these tables
Target sequence (Q6W5P4 whole entry, looked up): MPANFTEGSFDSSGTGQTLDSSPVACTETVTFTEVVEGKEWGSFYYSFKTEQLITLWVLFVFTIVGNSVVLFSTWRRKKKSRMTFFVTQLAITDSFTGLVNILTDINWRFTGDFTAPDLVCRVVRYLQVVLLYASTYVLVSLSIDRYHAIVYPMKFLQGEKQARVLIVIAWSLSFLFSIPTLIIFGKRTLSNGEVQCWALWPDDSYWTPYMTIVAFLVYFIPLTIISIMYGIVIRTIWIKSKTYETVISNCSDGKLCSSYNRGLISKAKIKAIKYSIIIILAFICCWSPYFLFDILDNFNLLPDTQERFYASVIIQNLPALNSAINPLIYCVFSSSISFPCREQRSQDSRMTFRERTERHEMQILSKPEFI
KDM4E inh = JMJD2E (human) inhibition; B2RXH2; 230,000 compounds, 1.6% hits; Potency, µM (titrated, usually from 57.1 µM), without a hit: top-dose activity change, negative = inhibition, hits mostly inhibitors; AID 2147; JMJD2E catalytic domain, FDH-coupled NADH fluorescence (FDH is formaldehyde dehydrogenase); active = well fitted inhibition curve with a large enough effect, not every such curve was filed as active; inconclusive = small, poorly fitted or top-dose-only effect, or another doubt; inactive = no such curve, though single readings can be large or run the other way;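 also: 0% = wells with enzyme and -100% = buffer wells without enzyme; nearly all actives have a fitted effect of over 50% in size; many of its hits are not listed in these tables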
RGS12 GoLoco inh = RGS12 GoLoco-Gai1 interaction inhibition. Gai1:RGS12 GoLoco peptide FP, rhodamine, 10 min. AID 880. 230,000 compounds, 0.44% hits. Potency, µM (doses to about 61.6 µM), inactives show top-dose activity, negative = inhibition, hits mostly inhibitors. P63096; active = well fitted inhibition curve with a large enough effect, not every such curve was filed as active; inactive = no such curve, though single readings can be large or run the other way; also: % is scaled to controls: 0 for no effect and ±100 for the full control effect; nearly all actives have a fitted effect of over 30% in size; many of its hits are not listed in these tables
Target sequence (P63096 whole entry, looked up): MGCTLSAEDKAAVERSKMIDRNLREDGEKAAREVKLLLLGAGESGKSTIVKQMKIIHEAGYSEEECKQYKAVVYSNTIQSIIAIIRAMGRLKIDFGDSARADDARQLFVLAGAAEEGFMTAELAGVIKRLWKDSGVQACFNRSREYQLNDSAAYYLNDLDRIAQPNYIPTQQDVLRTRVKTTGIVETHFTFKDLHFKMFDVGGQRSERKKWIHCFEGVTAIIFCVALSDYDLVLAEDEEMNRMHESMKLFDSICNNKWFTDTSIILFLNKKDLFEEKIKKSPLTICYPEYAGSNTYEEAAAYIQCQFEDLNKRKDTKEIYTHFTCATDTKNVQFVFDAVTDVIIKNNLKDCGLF
* = called active by the depositor; i = inactive; ? = inconclusive; . = no result given; [ ] = remark or other dose. Unless noted, calls follow the shape of the dose curve; as a rule, active = well fitted curve in the direction sought with a large enough effect; inconclusive = small, poorly fitted or top-dose-only effect, or another doubt; inactive = no such curve, though single readings can be large; an effect the other way counts as inactive or inconclusive. Potency is read from the fitted curve at half-maximal effect. The list is partial (hit frequency here may not be typical).

molecule	IMPase Li inh	SMN2 splice enh	Luc counter	Epigenetic derep	RECQ1 helicase	NPSR antag	KDM4E inh	RGS12 GoLoco inh
O=C(NCc1ccc2c(c1)OCO2)c1cc(-c2ccccc2)on1	?	.	1%	2.4%	-3%	-10%[46.1 µM]	-1%	3%
Cc1nn(C(C)(C)C)c(C)c1/C=N/OC(=O)Nc1ccc(Cl)c(Cl)c1	.	.	.	-0.7%	i	23%	-7%	1%
COc1ccc([N+](=O)[O-])cc1NCc1ccccc1	11%	32µM*	-1%	0.0%	-3%	-16%	7%	-3%
CC(C)COC(=O)CNc1n[nH]c(=S)[nH]c1=O	?	3%	-3%	0.0%	i	?	-5%	-24%
Cc1cc(/C=N/NC(=O)C(O)(c2ccccc2)c2ccccc2)c(C)n1-c1ccc(C(=O)O)cc1	-1%	10%	1%	0.0%	?	-9%[46.1 µM]	?	9%
COC(=O)C1=C(C(=O)OC)[C@@H]2N(C)c3ccccc3[C@@]23C[C@@H](C(=O)OC)N(C(C)=O)C3=N1	-5%	3%[9.22 µM]	1%[7.66 µM]	5.9%	-17%[11.5 µM]	11%	2%[11.4 µM]	9%[14.2 µM]
CCn1c(SCC(=O)Nc2cc(C)on2)nc2c1c(=O)n(C)c(=O)n2C	21%[38.3 µM]	21%	19%	0.0%	i	-10%[46.1 µM]	7%	0%
CCOC(=O)N1CCC(NC(=O)c2cc(C(=O)NCc3cccc(Cl)c3)ccc2CO)CC1	31%[activator][38.3 µM]	-66%[inhibitor]	2%	-1.6%	-7%	-13%[46.1 µM]	8%	2%
Cc1nc2ccc(-c3nc4cc(N)ccc4o3)cc2[nH]1	-29%	2.8µM*	-12%	-0.9%	-3%	13%[46.1 µM]	?	5%
O=C(O)CSCNC(=O)CC12CC3CC(CC(C3)C1)C2	4%[38.3 µM]	9%	3%	2.2%	-2%	-5%[46.1 µM]	4%	-38%
O=C(NC(=S)NC1CCCCCCCCCCC1)c1cccnc1	-17%[38.3 µM]	0%	-4%	-7.3%	i	9%[46.1 µM]	14%	-6%
O=S(=O)(c1ccccc1)N1CCC[C@@]2(CCN(c3ncccn3)C2)C1	8%	-18%	-2%	.	-8%	.	.	3%
CCN(CC)C(=S)SCC(=O)c1ccc(Br)cc1	12%	?	0%	-2.0%	-7%	-40%	9%	-32%
CC(=O)Nc1ccc(OCC(O)CN2CCN(c3ccc(C)c(Cl)c3)CC2)cc1 (stereo unspecified)	-5%[38.3 µM]	-15%	-2%	-1.0%	-12%	-5%[46.1 µM]	-7%	10%
Cc1cc2cc(CN(CCN3CCOCC3)C(=O)Nc3ccccc3F)c(=O)[nH]c2cc1C	.	.	.	-8.0%	-6%	2%[46.1 µM]	?	.
COc1ccc(CNC(=S)N2CCN(S(=O)(=O)c3cccc(F)c3)CC2)cc1	.	.	.	5.6%	-13%	5%	-5%	8%
Cc1cc(Cl)ccc1OCC(=O)Nc1nc(-c2cccnc2)cs1	.	.	.	-2.0%	-2%	-15%	-2%	12%
COc1ccc(C(=O)Nc2cc(C)on2)cc1	7%[38.3 µM]	13µM*	-10%	0.3%	0%	-13%[46.1 µM]	2%	-4%
CCC(CO)NC1=CC(=O)CCC1 (stereo unspecified)	0%	2%	-1%	0.9%	-8%	11%	-9%	0%
Cc1ccc2nc(SCC(=O)c3c(C)[nH]c4ccccc34)[nH]c2c1	0%	-12%	-3%	-0.9%	1%	-9%	-3%	-12%
Cc1ccc(NC(=O)COC(=O)C2CC3C=CC2C3)cc1S(=O)(=O)N1CCCCC1 (stereo unspecified)	15%	-13%	4%	0.0%	-8%	-13%[46.1 µM]	-5%	-3%
Cc1nc2ccccc2c(C)c1C(=O)c1ccccc1	20%	-21%	-2%	-1.2%	i	-18%	4%	4%
Brc1ccccc1OCCOc1cccc2cccnc12	-1%	?	-3%	-1.9%	-1%	28%	-9%	1%
Cc1nn2c(NCCCN3CCOCC3)c3c(nc2c1-c1ccccc1)CCC3	-26%[38.3 µM]	-26%	8%	0.7%	i	?	?	-7%
COCCn1c(C)cc(/C=C2/NC(=O)N(c3cccc(Cl)c3)C2=O)c1C	8%	23%	1%	-0.6%	-11%	-25%	?	16%

molecule	IMPase Li inh	SMN2 splice enh	Luc counter	Epigenetic derep	RECQ1 helicase	NPSR antag	KDM4E inh	RGS12 GoLoco inh
O=C(NCC(c1cccnc1)N1CCOCC1)c1ccco1 (stereo unspecified)	-7%[38.3 µM]	-12%	1%	0.0%	i	-6%[46.1 µM]	-7%	0%
O=[N+]([O-])c1cccc(-c2nc3ccccc3s/c2=N/O)c1	.	.	.	2.5%	-1%	?	4%	-3%
CN(C)c1ccc(C(=O)Nc2cc(C(F)(F)F)ccc2-n2cncn2)cc1	-5%[38.3 µM]	-4%	0%	-2.3%	i	-23%[46.1 µM]	?	-16%
CC(=O)Nc1ccc(C(=O)OCC(=O)NC2CCCCCCC2)cc1	-3%	21%	3%	5.5%	-17%	-4%	?	-4%
Cc1cccc(NC(=S)N2CCCCC2c2cccnc2)c1C (stereo unspecified)	.	.	.	-0.3%	-12%	10%	-16%	8%
O=C(Cn1cnc2c(nnn2-c2ccc(F)cc2)c1=O)N1CCCc2ccccc21	-1%[38.3 µM]	-9%	-6%	6.3%	i	-18%[46.1 µM]	2%	16%
COc1cccc(C(C(=O)NCC2CCCO2)N(CC2CCCO2)C(=O)CN2C(=O)c3ccccc3S2(=O)=O)c1 (stereo unspecified)	10%	.	-1%	5.3%	-9%	-9%	?	11%
O=C(O)COn1c(-c2ccccc2)nc2ccc(Cl)cc21	-2%	?	-17%	-3.2%	i	10%	18%	13%
O=C(CSc1nc2ccccc2s1)Nc1ccc(C(=O)O)cc1	.	.	.	0.7%	-10%	-10%	-5%	16%
CCCC(=O)Nc1cccc(NC(=O)CN2CCN(c3ccccc3OC)CC2)c1	-15%[38.3 µM]	2%	-1%	-0.4%	-7%	-9%[46.1 µM]	2%	4%
CCOc1ccc(-c2csc(NC(=O)C3CCCO3)n2)cc1 (stereo unspecified)	-4%	3%	1%	-1.1%	-1%	-3%[46.1 µM]	12%	2%
NC(=O)c1ccc(C(F)(F)F)n(Cc2ccc(F)c(F)c2)c1=O	-7%	-12%	-1%	0.0%	i	-14%	-8%	-9%
CCCCNC(=O)c1c(O)c2cccc3c2n(c1=O)CCC3	15%[38.3 µM]	-4%	-4%	0.0%	-13%	-17%[46.1 µM]	?	2%
Cc1ccc(-c2ccc(/C=N/NC(=O)Cc3nnc(N)s3)o2)cc1Cl	.	.	.	-0.1%	10%	0%	?	30%[activator]
COc1ccc(C(NC(=O)CNC(C)=O)C(=O)Nc2ccc3c(c2)OCCO3)cc1 (stereo unspecified)	5%[38.3 µM]	-32%[inhibitor]	-2%	0.0%	i	-7%[46.1 µM]	4%	5%
c1ccc(OCc2nc3ccccc3s2)cc1	19%[38.3 µM]	13µM*	-23%	0.0%	-4%	-13%[46.1 µM]	-2%	2%
Clc1ccc([C@H](Cn2ccnc2)OCc2csc3c(Cl)cccc23)c(Cl)c1	8%	4%[20.6 µM]	-3%[17.1 µM]	3.8%[16.9 µM]	-6%[25.9 µM]	.	-7%[25.5 µM]	-16%[21.6 µM]
CN(C)c1cc2c(Nc3ccc4c(cnn4Cc4ccccc4)c3)ncnc2cn1	40%[activator]	-37%[inhibitor]	-4%	-1.2%	52%[activator]	?	-26%	10%
COc1ccc(Oc2cc(C)nc(Cl)n2)nn1	-4%	7%	-1%	-1.4%	-11%	24%	-6%	16%
O=C(Nc1cccc(F)c1)N1CCN(C/C=C/c2ccccc2)CC1	29%[38.3 µM]	-16%	18%	5.4%	1%	-20%[46.1 µM]	-9%	7%
O=C(CCS(=O)(=O)c1cccc2nsnc12)N1CC(=O)N(CCc2ccccc2)C(=O)C1	10%	-4%	1%	-4.7%	i	-9%[46.1 µM]	-1%	8%
c1cc2c(cc1-c1[nH]ncc1CN1CC3C[C@@H]4CC1C[C@H](C3)C4)OCO2	25%	.	0%	-1.0%	-9%	-12%	9%	1%

Record cards (already shown). Order of values: IMPase Li inh	SMN2 splice enh	Luc counter	Epigenetic derep	RECQ1 helicase	NPSR antag	KDM4E inh	RGS12 GoLoco inh
`CCCC(=O)Nc1cccc(NC(=O)CN2CCN(c3ccccc3OC)CC2)c1` across the screens: -15%[38.3 µM]	2%	-1%	-0.4%	-7%	-9%[46.1 µM]	2%	4%
`O=C(Nc1cccc(F)c1)N1CCN(C/C=C/c2ccccc2)CC1` across the screens: 29%[38.3 µM]	-16%	18%	5.4%	1%	-20%[46.1 µM]	-9%	7%
`Cc1ccc(-c2ccc(/C=N/NC(=O)Cc3nnc(N)s3)o2)cc1Cl` across the screens: .	.	.	-0.1%	10%	0%	?	30%[activator]
`COc1ccc(C(NC(=O)CNC(C)=O)C(=O)Nc2ccc3c(c2)OCCO3)cc1` (stereo unspecified) across the screens: 5%[38.3 µM]	-32%[inhibitor]	-2%	0.0%	i	-7%[46.1 µM]	4%	5%

An excerpt from above in order of length of the SMILES, low to high.
molecule	IMPase Li inh	SMN2 splice enh	Luc counter	Epigenetic derep	RECQ1 helicase	NPSR antag	KDM4E inh	RGS12 GoLoco inh
CCCCNC(=O)c1c(O)c2cccc3c2n(c1=O)CCC3	15%[38.3 µM]	-4%	-4%	0.0%	-13%	-17%[46.1 µM]	?	2%
O=C(CSc1nc2ccccc2s1)Nc1ccc(C(=O)O)cc1	.	.	.	0.7%	-10%	-10%	-5%	16%
CC(=O)Nc1ccc(C(=O)OCC(=O)NC2CCCCCCC2)cc1	-3%	21%	3%	5.5%	-17%	-4%	?	-4%
